# High-throughput results as filed in PubChem.
# PLK1 PBD inh: PLK1 (human) polo-box domain binding inhibition | Plk1 PBD binding of FITC phosphopeptide, fluorescence polarization | P53350 | Potency, µM, without a hit: max response, negative = inhibition, usual class: inhibitors | hit rate 2.8% among 360,000; also: potency is read from the fitted curve at half-maximal effect; series mostly up to about 57 µM; % is scaled to controls: 0 for no effect and ±100 for the full control effect; nearly all actives have a fitted effect of over 65% in size
# Target sequence (P53350 whole entry, looked up, the tested form may be a part): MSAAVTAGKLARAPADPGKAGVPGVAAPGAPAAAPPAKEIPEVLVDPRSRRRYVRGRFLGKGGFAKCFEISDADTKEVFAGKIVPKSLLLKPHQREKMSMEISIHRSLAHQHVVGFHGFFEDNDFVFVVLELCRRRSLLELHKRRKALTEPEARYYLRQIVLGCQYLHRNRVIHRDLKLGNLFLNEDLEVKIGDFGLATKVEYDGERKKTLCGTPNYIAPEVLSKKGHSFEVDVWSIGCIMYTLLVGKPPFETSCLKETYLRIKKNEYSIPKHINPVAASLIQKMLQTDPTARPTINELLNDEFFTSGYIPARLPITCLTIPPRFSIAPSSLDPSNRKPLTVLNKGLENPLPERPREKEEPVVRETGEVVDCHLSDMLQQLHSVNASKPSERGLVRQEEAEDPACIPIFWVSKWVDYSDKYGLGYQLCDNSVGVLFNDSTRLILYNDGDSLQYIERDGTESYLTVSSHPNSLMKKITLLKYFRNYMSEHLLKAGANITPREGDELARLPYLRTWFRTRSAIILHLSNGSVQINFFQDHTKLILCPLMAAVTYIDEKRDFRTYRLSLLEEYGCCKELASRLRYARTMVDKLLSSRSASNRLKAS
# PI5P4K alpha inh: PI5P4K alpha (human) kinase inhibition; P48426; PI5P4Kalpha enzyme, ADP-Glo luminescence, 60 min; hits give low values; max response, %; hit rate 1.2% among 330,000; active = max response of -50% or lower; inconclusive = between -30% and -50%; inactive = -30% or higher; also: value at the top dose of about 77 µM; % is scaled to controls: 0 for no effect and ±100 for the full control effect
#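 Enzyme plus substrate dispensed, test compounds pinned in, then ATP (5 microM final) added. After 60 min at RT, ADP-Glo reagent 1 for 45 min and reagent 2 for 30 min preceded luminescence imaging.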
# DRD3 agonist: D3 dopamine receptor (human) agonism; D3R DiscoveRx beta-arrestin cells, luminescence, 90 min; max activation, %; hit rate 0.58% among 410,000; in the data active = max activation above about 30%; also: 0% is about no effect; mostly tested at two doses, the higher about 12 µM
#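 Cells at 1500/well, incubated overnight, then treated with pinned compounds (dopamine as control) for 90 min at 37 degrees C. DiscoveRx reagent added for 30 - 60 minutes at room temperature; luminescence read.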
# DRD3 antagonist: blocks the human D3 dopamine receptor; D3R cells, DiscoveRx beta-arrestin luminescence, antagonist mode; hits give low values; max response, negative = inhibition, %; hit rate 2.5% among 360,000; AID 652054; in the data active = max response below about -50%; inconclusive = no clear call, values can overlap the other calls; also: % is scaled to controls: 0 for no effect and ±100 for the full control effect; mostly tested at two doses, the higher about 12 µM
#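 Cells plated overnight at 1500 cells/well, then exposed to library compounds with dopamine controls for 90 minutes at 37 degrees C. DiscoveRx reagent added for 30–60 minutes at room temperature; luminescence read, quantitative HTS format.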
# WRN helicase inh: WRN helicase (human) inhibition | Q14191 | WRN helicase unwinding, fluorescent forked duplex, kinetic | Potency, µM (series often up to 114 µM), without a hit: at the top dose activity change, negative = inhibition, hits mostly inhibitors | hit rate 0.46% among 360,000 | AID 651768; also: potency is read from the fitted curve at half-maximal effect; % is scaled to controls: 0 for no effect and ±100 for the full control effect; nearly all actives have a fitted effect of over 55% in size
#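 WRN at 20 nM final was preincubated with compound for 15 min at room temperature; reaction started with 100 nM forked duplex oligonucleotide carrying fluorophore and quencher plus 2 mM ATP (final). Unwinding followed kinetically by red fluorescence (ex 525/em 598 nm).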
# HEK293 tox: cytotoxicity counter-screen for GLP-1 receptor inverse agonists; HEK293 cAMP-luciferase reporter cells, luminescence, 24 h; Potency, µM (series often up to 38.3 µM), without a hit: at the top dose activity change, negative = inhibition, most hits filed as inhibitors; hit rate 0.13% among 410,000;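 also: loss of luciferase light is scored as toxicity; potency is read from the fitted curve at half-maximal effect; % is scaled to controls: 0 for no effect and ±100 for the full control effect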
#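 Seeding density was 200 cells/uL; after overnight-length (12 h) culture, 23 nL compounds went on for 24 h at 37 °C. Readout used a luciferase detection reagent, luminescence taken after 12 min at room temperature.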
# GLP1R inv ag: GLP-1 receptor (human) inverse agonism; HEK293 GLP-1R CRE-luciferase, luminescence, 24 h; GLP-1R form is constitutively active; Potency, µM (doses to about 38.3 µM), for inactives: at the top dose activity change, negative = inhibition, most hits filed as inhibitors; hit rate 1.6% among 410,000; P43220; also: potency is read from the fitted curve at half-maximal effect; % is scaled to controls: 0 for no effect and ±100 for the full control effect; nearly all actives have a fitted effect of over 55% in size
#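 Seeding at 200 cells/uL, 12 h culture, 24 hr compound treatment, then luciferase reagent and a luminescence read; cells are HEK293 stably expressing a constitutively active GLP-1R plus cAMP-responsive luciferase.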
# GLP-1R agonist: agonists of human GLP-1 receptor; HEK293 GLP-1R CRE-luciferase, luminescence, 4-6 h; cells express a hypersensitive GLP-1R form; Potency, µM (top dose mostly 45.6 µM), without a hit: at the highest dose activation, most hits filed as activators; hit rate 0.007% among 380,000; also: potency is read from the fitted curve at half-maximal effect; % of control where 0% means no effect
# IL2 activator: IL-2 activation | IL-2 activation reporter assay, cell-based qHTS; stimulated with anti-CD3/CD4/CD28 beads; in transgenic mouse T cells | activation, % (series mostly up to about 46 µM) | hit rate 0.065% among 360,000 | AID 652025; in the data active = activation above about 50%; inconclusive = mostly about 30% to 49%; also: 0% is about no effect
#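 Quantitative HTS in unstimulated transgenic mouse T cells, with memory T cells as non-tolerant control and PMA/ionomycin as tolerance-bypass control. Compound pretreatment lasted 60 minutes before 18 h bead stimulation; EGFP/DsRed fluorescence read.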
# Active calls of the source: *; ? = inconclusive; / = no result given; & = joins results of further samples; ! = not confirmed by another sample; [ ] = dose if it differs, or a comment. Unless noted, calls follow the shape of the dose curve; as a rule, active = well fitted curve in the direction sought with a large enough effect; inconclusive = small, poorly fitted or top-dose-only effect, or another doubt; inactive = no such curve, though single readings can be large; an effect the other way counts as inactive or inconclusive. Not all compounds are listed; the hit share may differ from the screen's.
# Values run as follows: PLK1 PBD inh | PI5P4K alpha inh | DRD3 agonist | DRD3 antagonist | WRN helicase inh | HEK293 tox | GLP1R inv ag | GLP-1R agonist | IL2 activator
- CC(=O)OCC(=O)C1(O)CCC2C3CCC4=CC(=O)C=CC4(C)C3(F)C(O)CC21C (configuration not stated)
    2.1% | -4.7 | 2.8 | 18.7 | 3.4% | 6.1% | -20.2% | -4.6% | -5.3
- O=c1c(O[C@@H]2O[C@H](CO)C(O)C2O)c(-c2ccc(O)c(O)c2)oc2cc(O)cc(O)c12 (some centres not stated)
    2.9% | -16.5 | 22.1 | -17.3 | -22.3% | -6.3% | 17.2% | -3.4% | 0.5
- CN1CCN(c2c(F)cc3c(=O)c(C(=O)O)cn4c3c2SCC4)CC1
    -8.0% | 1.6 | 2.4&-4.2 | 20.4 | -21.6% | 2.1% | -3.8% | -0.2%&0.4% | -0.1
- COc1ccc2c(CNCCc3ccccc3OC)c(C(=O)O)n(Cc3ccc(F)cc3Cl)c2c1
    / | / | -17.1 | / | / | ? | ? | -5.6% | /
- COc1cc(NC(=O)c2cc(C3CC3)on2)c(OC)cc1Cl
    4.3% | -0.5 | 3.1 | 5.4 | 2.3% | 24.4% | 1.3% | 5.0% | -2.8
- COc1cc(C(=O)NCCCCCC(=O)O)cc(OC)c1OC
    -10.0% | -1.3 | 14.9&8.2 | 3.6 | 8.4% | 0.0% | 5.8% | -1.7%&-3.2% | 0.4
- O=C1c2ccccc2C(=O)c2c(O)c(O)cc(O)c21
    26.7µM* | -105.9* | -92.2 | -66.9* | 249.0%[activator] | -16.2% | 0.7% | -4.5% | 1.7
- COc1cc2c(c(OC)c1OC)-c1c(cc(OC)c(OC)c1OC)C[C@H](C)[C@H](C)C2
    -12.0% | 0.3 | -19.1 | -28.2 | -8.2% | 6.2% | ? | 3.4% | -0.5
- O=C1c2c(O)cccc2C(C2OC(CO)[C@@H](O)[C@H](O)[C@H]2O)c2cc(CO)cc(O)c21 (some centres not stated)
    ? | -10.6 | -7.5 | 14.2 | 2.5% | ? | 6.3% | -0.2% | 0.5
- Cc1ccsc1/C=C/C1=NCCCN1C
    -1.9%&-9.8%&3.5% | -1.2&-1.8&1.2 | -44.6&-53.1&-57.2&-5.6 | -52.1*! | 11.1%&-3.9%&-5.1% | -0.1%&9.7%&4.9% | 1.4%&7.5%&3.8% | 2.1%&22.9%&-1.4% | 0.2&0.2&2.7
- CCOc1ccc(NC(=S)N2CCC(C(O)(c3ccccc3)c3ccccc3)CC2)cc1
    -14.8% | -2.9 | -10.0 | -7.5 | -24.4% | 25.2% | ? | -32.3%[inhibitor] | -0.2
- CN(C)CCOC(=O)C(c1ccccc1)C1(O)CCCC1 (configuration not stated)
    -13.4% | 7.4 | -23.9&-5.2 | -12.5 | 2.1% | 4.4% | 7.0% | 12.0% | 0.9
- CCCN(CCC)C(=O)C(CCC(=O)O)NC(=O)c1ccccc1 (configuration not stated)
    0.5% | 2.2 | 7.7&12.7 | 2.7 | 0.3% | -0.1% | 4.8% | 3.9% | 1.8
- CCC12CCCN3CCc4c(n(c5ccccc45)C(O)(C(=O)OC)C1)C32 (configuration not stated)
    -16.4% | 0.7 | -10.6 | ? | -3.5% | -4.9% | 5.6% | -3.1% | 1.8
- O=C(O)CCCCCCCC(=O)O
    -8.3% | -2.5 | 9.3&8.7 | 8.1 | 3.7% | -7.7% | 3.6% | 21.5%&12.2% | 0.3
- O=C(c1ccccc1)c1ccc2n1CCC2C(=O)O (configuration not stated)
    -3.0% | 0.4 | -1.5&7.6&4.7 | 0.0 | -0.9% | 0.1% | 3.2% | -4.1%&-0.6% | -0.1
- COc1c(O)cc2c(c1O)[C@@H]1O[C@H](CO)[C@@H](O)[C@H](O)[C@H]1OC2=O
    8.2% | 1.1 | 0.8&-3.8 | 8.9 | -1.4% | -7.9% | -3.8% | -1.2% | 0.0
- Nc1ncnc(Nc2ccccc2)n1
    1.0% | -1.0 | 1.4&-5.8 | 0.0 | 6.5% | 1.5% | 14.9% | -2.4%&11.6% | 0.0
- CCOC(=O)Nc1ccc2c(c1)N(C(=O)CCN1CCOCC1)c1ccccc1S2
    -19.3%&-9.5% | -0.8&1.2 | 1.0&-7.8&-25.5 | -20.9&-7.6 | 13.7% | 4.8%&5.3% | 65.8%&36.0%[activator] | 27.4% | 0.9&0.1
- C/C=C(/C)C(=O)O[C@@H]1c2cc3c(c4c2[C@@]2(CO4)C(=O)C(OC)=C(OC)C=C2C[C@@H](C)[C@H]1C)OCO3
    0.6% | 6.2 | 0.5 | 13.3 | -2.4% | -6.3% | ? | -1.1% | 1.1
- COc1ccc(Sc2ccc(NC(=O)c3ccccc3Cl)cc2C#N)cc1
    -6.7% | 10.4 | -13.5 | 3.3 | -10.0% | ? | 12.6µM* | 2.4% | 1.3
- Cc1ccc(Cc2c(C)nc3c(-c4ccccc4)c(C)[nH]n3c2=O)cc1
    / | / | -13.1 | / | / | -8.0% | ? | -2.2% | /
- CC1(C)Oc2ccc(C#N)cc2[C@@H](N2CCCC2=O)[C@@H]1O
    -2.7% | -0.1 | -6.8&10.3&-25.3 | 6.0 | -9.5% | -7.2% | 2.5% | -0.6% | -0.5
- C[C@H]1c2cccc(O)c2C(O)=C2C(=O)C3(O)C(O)=C(C(N)=O)C(=O)[C@@H](N(C)C)[C@@H]3[C@@H](O)[C@@H]21 (some centres not stated)
    -1.1% | -2.0 | 6.4 | 26.7 | 3.2% | 3.1% | -13.6% | -0.8% | 0.6
- CC(C)(C(=O)c1cccnc1)c1cccnc1
    -0.7% | -1.1 | 4.0&3.7 | 0.5 | 6.0% | 3.9% | 8.9% | 5.6% | 0.1
- O=C1CCc2cc(OCCCCc3nnnn3C3CCCCC3)ccc2N1
    -8.9% | -1.0 | 12.2&10.0 | 21.1 | -1.8% | -0.3% | 6.6% | 9.0%&18.9% | 0.5

# Random excerpt: 2 entries already listed
# Values run as follows: PLK1 PBD inh | PI5P4K alpha inh | DRD3 agonist | DRD3 antagonist | WRN helicase inh | HEK293 tox | GLP1R inv ag | GLP-1R agonist | IL2 activator
- O=C(O)CCCCCCCC(=O)O
    -8.3% | -2.5 | 9.3&8.7 | 8.1 | 3.7% | -7.7% | 3.6% | 21.5%&12.2% | 0.3
- Cc1ccsc1/C=C/C1=NCCCN1C
    -1.9%&-9.8%&3.5% | -1.2&-1.8&1.2 | -44.6&-53.1&-57.2&-5.6 | -52.1*! | 11.1%&-3.9%&-5.1% | -0.1%&9.7%&4.9% | 1.4%&7.5%&3.8% | 2.1%&22.9%&-1.4% | 0.2&0.2&2.7

# An excerpt of these results, tab-delimited.
SMILES	PLK1 PBD inh	PI5P4K alpha inh	DRD3 agonist	DRD3 antagonist	WRN helicase inh	HEK293 tox	GLP1R inv ag	GLP-1R agonist	IL2 activator
O=c1c(O[C@@H]2O[C@H](CO)C(O)C2O)c(-c2ccc(O)c(O)c2)oc2cc(O)cc(O)c12 (some centres not stated)	2.9%	-16.5	22.1	-17.3	-22.3%	-6.3%	17.2%	-3.4%	0.5
CN1CCN(c2c(F)cc3c(=O)c(C(=O)O)cn4c3c2SCC4)CC1	-8.0%	1.6	2.4&-4.2	20.4	-21.6%	2.1%	-3.8%	-0.2%&0.4%	-0.1
